Screening results (PubChem)
TMEM16A inh: blocks the mouse calcium-activated chloride channel TMEM16A; HEK293 TMEM16A/YFP iodide influx fluorescence, ionomycin; normalized B-score (activity score, 25-100; higher = stronger inhibition) at 10 µM; AID 588511; hit rate 1.2% among 310,000; Q8BHY3;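 active = ratio plate-corrected score three or more library SD toward inhibition, starting fluorescence score within five deviations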;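 also: score derived from kinetic fluorescence span divided by baseline fluorescence per well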
RGS4 pot: potentiators or activators of RGS4. HEK293 M3R/inducible RGS4, carbachol calcium flux Fluo4; active compounds read low. B-score at 10 µM. hit rate 0.92% among 310,000. AID 463111;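 active = B-score of the integrated calcium signal more than 4 SD below the library mean, with starting fluorescence not abnormally high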;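 also: negative B-score means reduced calcium response which marks RGS4 activation or potentiation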
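System – HEK293 FlpIn-TREx cells, stable M3R, doxycycline-inducible RGS4 · Reagent – ECmax carbachol challenge · Times – compound preincubation 20 min at room temperature before agonist · Technique – Fluo4 fluorescence kinetic imaging of calcium · Measure – B score of integrated Fluo4 ratio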
hERG protect: hERG (human) protection from proarrhythmic block | activation (rescue from dofetilide block), less the hit threshold, % at 10 µM | hit rate 0.51% among 310,000 | Q12809 | CHO-hERG, FluxOR thallium flux, dofetilide IC70 present | AID 1511;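 active = activation above the mean of controls blocked by dofetilide plus 5 SD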;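 also: thallium influx through hERG after potassium depolarization seen as dye fluorescence rise; in these data hits start at about 4.7%; inactives centre near -7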
KCNQ1 act: human KCNQ1 channel potentiation or activation | CHO-K1 KCNQ1, thallium flux FluxOR fluorescence; active compounds read high | B-score at 10 µM | hit rate 0.35% among 310,000 | AID 2648;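 active = fluorescence ratio B-score, a plate-corrected score, at least three library SD, with initial intensity B-score within 5 SD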
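Assay system: stable KCNQ1 CHO-K1 line; medium: assay buffer, equal DMSO in all wells; timing: 90 min dye loading and 20 min compound exposure, both at room temperature; technique: kinetic FluxOR thallium fluorescence, 10-s 1-Hz baseline, 110-s post-stimulus read; read-out basis: B score of baseline-normalized fluorescence ratio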
ANO1 activ: mouse TMEM16A channel activation, primary screen | hit rate 0.3% among 340,000 | Q8BHY3 | AID 623877 | HEK293 TMEM16A/YFP-H148Q/I152L, iodide quench fluorescence; active compounds read low | B-score at 10 µM;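 active = fluorescence-ratio B-score plate-corrected deviation score at least 3 library SD below zero, with starting fluorescence score within 5 deviations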;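 also: channel opened by trigger with iodide after compound preincubation; score built on the fluorescence ratio of max minus min over baseline; more negative score means more quench and so TMEM16A activation or potentiation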
MrgX1 allo act: allosterically activates human MrgX1 receptor signaling; Q96LB2; MrgX1-HEK293, Fluo-4 calcium flux, FDSS; active compounds read high; B-score at 10 µM; hit rate 0.63% among 310,000; AID 588675;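 active = plate-corrected calcium response at least 3 library SD above typical, normal starting fluorescence, not activating the receptor alone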;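 also: compound read alongside a low EC10 to EC30 dose of BAM8-22 agonist; peak minus trough fluorescence over baseline measured at the second addition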
Target sequence (Q96LB2 whole entry, looked up): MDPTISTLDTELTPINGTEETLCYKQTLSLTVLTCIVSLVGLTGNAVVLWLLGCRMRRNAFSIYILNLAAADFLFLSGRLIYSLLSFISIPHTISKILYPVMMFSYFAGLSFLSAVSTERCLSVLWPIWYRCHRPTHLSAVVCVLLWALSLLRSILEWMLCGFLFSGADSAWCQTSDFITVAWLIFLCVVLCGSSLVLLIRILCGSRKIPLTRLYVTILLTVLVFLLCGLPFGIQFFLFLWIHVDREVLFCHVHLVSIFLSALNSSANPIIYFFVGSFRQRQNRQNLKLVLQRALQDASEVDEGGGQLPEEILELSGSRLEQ
RGS4 inh: inhibitors of human RGS4; B-score at 10 µM; hit rate 0.45% among 310,000; AID 463165; P49798; HEK293 M3R/RGS4 inducible, Fluo-4 calcium flux; active compounds read high; triggered by carbachol at its EC20;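 active = B-score, a plate-corrected calcium signal, over three deviations above library mean, with baseline fluorescence within five deviations of library mean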;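 also: RGS4 expression induced by doxycycline in cells with stable M3 receptor; B-score is computed from the integrated fluorescence ratio over baseline after carbachol; higher B-score means a larger calcium signal and so more RGS4 inhibition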
KCNK9 block: human KCNK9 channel inhibition. Q9NPC2. HEK293 KCNK9, FluxOR thallium flux fluorescence; active compounds read low. B-score at 10 µM. hit rate 1.2% among 310,000. AID 488922;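 active = ratio B-score over 3 SD below the library mean, with starting fluorescence within 5 SD of its mean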;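 also: negative B-score means less thallium flux so channel inhibition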
Target sequence (Q9NPC2 whole entry, looked up): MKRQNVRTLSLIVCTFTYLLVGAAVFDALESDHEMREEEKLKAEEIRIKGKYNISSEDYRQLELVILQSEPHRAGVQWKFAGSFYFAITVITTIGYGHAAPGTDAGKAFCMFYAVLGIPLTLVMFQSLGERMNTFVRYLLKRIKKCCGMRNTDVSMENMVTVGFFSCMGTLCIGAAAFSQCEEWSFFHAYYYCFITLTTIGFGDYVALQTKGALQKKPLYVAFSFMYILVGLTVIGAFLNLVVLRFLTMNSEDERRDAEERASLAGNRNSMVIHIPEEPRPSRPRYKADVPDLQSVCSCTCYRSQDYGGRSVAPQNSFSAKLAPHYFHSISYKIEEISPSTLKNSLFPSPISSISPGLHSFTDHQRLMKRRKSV
MrgX1 ag: activates human MrgX1 receptor signaling; B-score at 10 µM; hit rate 0.44% among 310,000; Q96LB2; MrgX1-HEK293 cells, Fluo-4 calcium fluorescence, agonist mode; active compounds read high;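 active = calcium response B-score plate-corrected fluorescence ratio at least 3 library SD, with starting fluorescence B-score inside 5 SD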
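Assay system: stable human MrgX1 HEK293 cell line. Quantity: 15,000 cells per well. Schedule: cells plated overnight, dye loaded 0.5 h 37 °C, 0.5 h room temperature. Detection: Fluo-4 NW calcium-flux fluorescence, kinetic read. Read-out basis: peak-minus-minimum fluorescence over baseline, converted to B scores. Control set: positive and negative control wells on each plate.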
KCNQ1 block: human KCNQ1 channel inhibition; P51787; CHO-K1 KCNQ1, FluxOR thallium flux fluorescence; active compounds read high; B-score at 10 µM; hit rate 1.3% among 310,000; AID 2642;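 active = compounds whose thallium flux B-score, printed positive for inhibition, exceeds three library SD while starting fluorescence stays within three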;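 also: channel opened by potassium depolarization with thallium stimulus after 20 min compound exposure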
KCNK3 inh: human KCNK3 channel inhibition, primary screen; O14649; CHO-KCNK3 thallium flux, FluxOR fluorescence; active compounds read low; B-score at 10 µM; hit rate 0.84% among 340,000; AID 602410;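 active = B-score under library mean minus 4 SD, starting fluorescence ratio at most library mean plus 5 SD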;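 also: more negative B-score means stronger inhibition of thallium flux through KCNK3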
Target sequence (O14649 whole entry, looked up): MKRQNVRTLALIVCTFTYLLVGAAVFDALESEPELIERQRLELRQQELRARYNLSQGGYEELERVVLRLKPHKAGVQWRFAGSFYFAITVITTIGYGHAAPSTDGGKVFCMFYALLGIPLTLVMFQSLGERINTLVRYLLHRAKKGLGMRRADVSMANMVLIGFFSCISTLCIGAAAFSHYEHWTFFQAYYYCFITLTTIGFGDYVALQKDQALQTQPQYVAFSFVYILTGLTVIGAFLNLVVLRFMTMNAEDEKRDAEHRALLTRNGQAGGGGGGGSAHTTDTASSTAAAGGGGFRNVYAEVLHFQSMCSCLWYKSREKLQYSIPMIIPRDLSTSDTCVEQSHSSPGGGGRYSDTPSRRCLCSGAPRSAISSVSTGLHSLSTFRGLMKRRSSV
The depositor's hits bear a star; i = inactive; nt = no result given. Random draw from the library (roughly 6.3% active in at least one column).

structure	TMEM16A inh	RGS4 pot	hERG protect	KCNQ1 act	ANO1 activ	MrgX1 allo act	RGS4 inh	KCNK9 block	MrgX1 ag	KCNQ1 block	KCNK3 inh
COC(=O)C1=C(C)NC(=S)NC1c1ccc(OCC(=O)N2CCCCC2)c(OC)c1 (stereo not drawn)	i	i	-15	i	i	i	i	i	i	i	i
CC(=O)Nc1ccn(-c2ccccc2)n1	i	i	-13	i	i	i	i	i	i	i	i
Cc1cc(C)n(CCc2nc(-c3ccc(-c4ccccc4)cc3)cs2)n1	i	i	-6	i	i	i	i	i	i	i	i
COc1ccc(NC(=O)Nc2nnc(-c3ccncc3)s2)cc1	i	i	-10	i	i	i	i	i	i	i	i
CCOc1ccc(NC(=S)N(Cc2ccc(N(C)C)cc2)Cc2ccco2)cc1	i	i	-16	i	i	i	i	i	i	i	i
O=C(NNC1CC(=O)N(c2ccc(Br)cc2)C1=O)c1cccs1 (stereo not drawn)	i	i	-7	i	i	i	i	i	i	i	i
O=C(O)c1cccc(Nc2ccc([N+](=O)[O-])c3nonc23)c1	i	i	-5	i	i	i	i	i	i	i	i
CN(C)S(=O)(=O)c1ccc(C(=O)NCc2ccc3[nH]c4c(c3c2)CCCC4)cc1	i	i	-9	i	i	i	i	i	i	i	i
CCN(CC)c1nc(N)c([N+](=O)[O-])c(NCCO)n1	i	i	-5	i	i	i	i	i	i	i	i
Cc1csc2nc(O)c(C(=O)NC3CCCCC3)c(=O)n12	i	i	-5	i	i	i	i	i	i	i	i
C=CCNC(=O)c1ccc(-c2cccc([N+](=O)[O-])c2)o1	i	i	-5	i	i	i	i	i	i	i	i
COc1cnc(SCc2ccc(Cl)cc2Cl)nc1Cl	i	i	-6	i	i	i	i	i	i	i	i
CNC(=S)N(CCc1ccc(OC)c(OC)c1)Cc1cc2c(C)cc(C)cc2[nH]c1=O	i	i	-8	i	i	i	i	i	i	i	i
CCOc1ccc(CCNC(=O)COC(=O)/C=C/c2ccccc2OC)cc1OCC	i	i	-15	i	i	16*	i	i	i	i	i
O=C(Nc1ccc(Cl)cn1)c1cc(S(=O)(=O)N2CCCCC2)ccc1Cl	i	i	-1	i	i	i	i	i	i	i	i
Cc1c(NC(=O)CSc2nnnn2-c2ccc(F)cc2)c(=O)n(-c2ccccc2)n1C	i	i	-9	i	i	i	i	i	i	i	i
CCOC(=O)CNC(=O)c1c(C)nn(C)c1Cl	i	i	0	i	i	i	i	i	i	i	i
CCOc1c2c(nc3ccc(Cl)cc13)CCC2	i	i	-12	i	i	i	i	i	i	i	i
COc1ccc(C2CC(c3cccs3)=NN2S(C)(=O)=O)cc1OC (stereo not drawn)	i	i	-8	i	i	i	i	i	i	i	i
CCCN(CCC)CC(=O)Nc1cccc2c1OCO2	i	i	-5	i	i	i	i	i	i	i	i
Cc1ccc2c(c1)N(CC(=O)NC1CCCc3ccccc31)C(=O)CO2 (stereo not drawn)	i	i	-20	i	i	i	i	i	i	i	i
CCOc1ccc(OCC)c(NS(=O)(=O)c2ccc3c(c2)n(C)c(=O)c(=O)n3C)c1	i	i	-10	i	i	i	i	i	i	i	i
Cc1ccc(S(=O)(=O)N2CCC(C(=O)O)CC2)cc1	i	i	-8	i	i	i	i	i	i	i	i
COC(=O)C1=C(C(C)=O)C(c2ccc(C(=O)OC)cc2)n2nnnc2N1 (stereo not drawn)	i	i	-1	i	i	i	i	i	i	i	i
COc1ccc2c3n([n+]([O-])c2c1)CCN=C3c1ccc(C)cc1	i	nt	nt	nt	i	i	nt	nt	i	nt	i
CCN(CC)C(=O)CN(c1ccc2c(c1)OCO2)S(C)(=O)=O	i	i	-4	i	i	i	i	i	i	i	i
Cc1c(C(=O)OCC(=O)Nc2ccc3c(c2)OCO3)cccc1[N+](=O)[O-]	i	i	-1	i	i	i	i	i	i	i	i
CCN(CC)c1ccc(CN(C(=O)c2cc(OC)c(OC)c(OC)c2)C2CCS(=O)(=O)C2)cc1 (stereo not drawn)	i	i	-7	i	i	i	i	i	i	i	i
CCOC(=O)c1cc(C(C)C)sc1NC(=O)COC(=O)CCS(=O)(=O)c1ccccc1	i	i	-7	i	i	i	i	i	i	i	i
COc1ccc(-c2cnc3ccccc3n2)cc1NC(=O)CNC(=O)c1ccccc1	i	i	-9	i	i	i	i	i	i	i	i
COc1ccccc1N1CCN(C(=O)CSc2nnc3n2C(C)(C)Cc2ccccc2-3)CC1	25*	i	-23	i	i	i	i	i	i	i	i
CCOc1ccc(NC(=S)NCCCN2CCN(c3ccc(OC)cc3)CC2)cc1	i	i	-6	i	i	i	i	i	i	i	i
COc1ccc(NC(=O)CC(Cc2ccc(Cl)cc2)C(=O)O)cc1 (stereo not drawn)	i	i	-3	i	i	i	i	i	i	i	i
C/C(=N\Nc1ccc([N+](=O)[O-])cc1)c1ccc(C#N)cc1	i	i	-5	i	i	i	i	i	i	i	i
ClCc1nnc(-c2ccccc2)o1	i	i	-2	i	i	i	i	i	i	i	i
O=C(NNC1CC(=O)N(c2ccc(Br)cc2)C1=O)c1ccco1 (stereo not drawn)	i	i	-6	i	i	i	i	i	i	i	i
O=C(Nc1cccc(S(=O)(=O)N2CCCC2)c1)c1ccccc1OC(F)F	i	i	-9	i	i	i	i	i	i	i	i
CC1=C(C(=O)OCc2ccccc2)C(c2ccc(N3CCOCC3)cc2)NC(=O)N1 (stereo not drawn)	i	i	-5	i	i	i	i	i	i	i	i
CC(=O)c1c(C)nc(Nc2nc(C)c3cc(C)ccc3n2)nc1C	i	i	-6	i	i	i	i	i	i	i	i
CCN(CCCNC(=O)C1CCN(C(=O)c2cc3sccc3n2C)CC1)Cc1ccccc1	i	i	-11	i	i	i	i	i	i	i	i
CC(C)c1ccc(-c2nc3c([nH]2)c(=O)n(C)c(=O)n3C)cc1	i	i	-9	i	i	i	i	i	i	i	i
O=C(COc1ccc(NS(=O)(=O)c2ccc(F)cc2)cc1)N1CCOCC1	i	i	-21	i	i	i	i	i	i	i	i
COc1ccc(-c2nc(-c3cccc(C(F)(F)F)c3)no2)cc1OC	i	i	-15	i	i	i	i	i	i	i	i
NS(=O)(=O)c1ccc(CCNc2nc(C(F)(F)F)nc3ccccc23)cc1	i	i	-12	i	i	i	i	i	i	i	i
CC12CCC(C(=O)N(c3ccc(Cl)cc3)C1=O)C2(C)C (stereo not drawn)	i	i	-7	i	i	i	i	i	i	i	i
COc1ccc(CCN(C)C2CCCN(C(=O)c3ccnn3C)C2)cc1OC (stereo not drawn)	i	i	-4	i	i	i	i	i	i	i	i
O=C(NCc1ccccc1)Nc1cccn(Cc2ccccc2Cl)c1=O	i	i	-11	i	i	i	i	i	i	i	i
Cc1ccc(S(=O)(=O)N2CCN(S(=O)(=O)c3ccc(C)cc3)C2)cc1	i	i	-5	i	i	i	i	i	i	i	i
Cc1cccc(CSc2nc3ccncc3n2CC(=O)Nc2cc(C)cc(C)c2)c1	i	i	-10	i	i	i	i	i	i	i	i
CS(=O)(=O)c1ccc(N2CCN(C3CC(=O)NC3=O)CC2)cc1 (stereo not drawn)	i	i	-9	i	i	i	i	i	i	i	i
Cn1c(=O)c2c(nc(N3CCCCC3)n2C)n(C)c1=O	i	i	-8	i	i	i	i	i	i	i	i
CCc1ccc2oc(=O)cc(CN3CCN(CCO)CC3)c2c1	i	i	-5	i	i	i	i	i	i	i	i
CN(C)CCNc1c2c(c(C#N)c3nc4ccccc4n13)CCCC2	i	i	-6	i	i	i	i	i	i	i	i
COC(=O)c1cccc(NC(=O)Cc2ccsc2)c1	i	i	-5	i	nt	i	i	i	i	i	i
O=C(OCCN1CCOCC1)c1cccc(F)c1	i	i	-8	i	i	i	i	i	i	i	i
COC(=O)c1sccc1NC(=O)Nc1ccc(C)cc1C	i	i	-13	i	i	i	i	i	i	i	i
Cc1ccc(CN(C)Cc2cc(=O)oc3cc(C)c(Cl)cc23)cc1	i	i	-6	i	i	i	i	i	i	i	i
Cc1ccc(-c2csc(NC(=O)c3ccccc3Cl)c2C(=O)O)cc1	i	i	-3	i	i	6.6*	i	i	i	i	i
CSC(SC)=C(C#N)C(=O)c1ccccc1	i	i	-29	i	i	i	i	i	i	11*	i
CN1CCN(S(=O)(=O)c2ccc(-c3ccc(Cl)cc3)cc2)CC1	i	i	-8	i	i	i	i	i	i	i	i

Continuation:
structure	TMEM16A inh	RGS4 pot	hERG protect	KCNQ1 act	ANO1 activ	MrgX1 allo act	RGS4 inh	KCNK9 block	MrgX1 ag	KCNQ1 block	KCNK3 inh
O=C(CNC(=O)C12CC3CC(CC(C3)C1)C2)N/N=C\c1ccccn1	i	i	-10	i	i	i	i	i	i	i	i
O=C(NCc1cccnc1)c1ccc(NC(=O)c2cccc([N+](=O)[O-])c2)cc1	i	i	-3	i	i	i	i	i	i	i	i
O=C(CNS(=O)(=O)c1ccccc1)NCC(=O)N1CCCCC1	i	i	-3	i	i	i	i	i	i	i	i
COc1ccc(S(=O)(=O)NCc2nc3nc(C)cc(C)n3n2)cc1OC	i	i	-3	i	i	i	i	i	i	i	i
C=CCN(CC=C)C(=S)NC(=O)c1ccc(OC)c(Br)c1	i	i	33*	32*	i	i	i	i	i	i	i
NC(=O)c1cc2cc(Cl)ccc2oc1=Nc1cccc(C(F)(F)F)c1	i	i	-6	i	i	i	i	i	i	i	i
O=C(O)COc1ccccc1/C=N/NC(=O)CN1CCN(S(=O)(=O)c2ccc(Br)cc2)CC1	i	i	-10	i	i	i	i	i	i	i	i
Cc1ccc(C(OC(=O)c2ccco2)C(=O)NC2CCCCC2)cc1 (stereo not drawn)	i	i	-3	i	i	i	i	i	i	i	i
O=C(Nc1cccc(-c2nc3ccccc3o2)c1)c1ccc(N2C(=O)C3C4C=CC(C4)C3C2=O)cc1 (stereo not drawn)	i	i	-6	i	i	i	i	i	i	i	i
Cc1ccc(NC(=O)c2c(-c3ccccc3Cl)noc2C)nc1	i	i	-4	i	i	i	i	i	i	i	i
